# High-throughput results: PubChem, several laboratories
# CHRM4 PAM: potentiates acetylcholine response at human M4 receptor | CHO-K1 hM4/Gqi5, Fluo-8 calcium fluorescence, ACh EC20; 0% = ACh EC20, 100% = maximal ACh | activation, % at 3 µM | P08173 | actives 0.4% (n = 360,000);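 active means activation above its plate's cutoff, the mean activation of sample wells plus 3 SD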; further: some results filed as inactive read as strong as hits
# Target sequence (P08173 whole entry, looked up): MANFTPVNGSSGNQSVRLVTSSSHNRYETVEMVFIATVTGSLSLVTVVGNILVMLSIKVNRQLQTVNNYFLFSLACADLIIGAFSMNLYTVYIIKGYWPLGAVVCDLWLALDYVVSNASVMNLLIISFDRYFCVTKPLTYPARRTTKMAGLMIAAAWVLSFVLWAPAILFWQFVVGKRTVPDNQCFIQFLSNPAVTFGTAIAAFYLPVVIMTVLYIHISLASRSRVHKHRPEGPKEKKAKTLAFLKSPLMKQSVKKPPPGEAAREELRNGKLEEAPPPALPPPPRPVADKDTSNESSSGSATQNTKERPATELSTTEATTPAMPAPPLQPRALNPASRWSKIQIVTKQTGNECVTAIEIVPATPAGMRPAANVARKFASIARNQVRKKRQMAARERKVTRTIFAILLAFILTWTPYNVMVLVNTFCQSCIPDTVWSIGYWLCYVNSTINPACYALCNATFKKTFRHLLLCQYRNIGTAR
# IDE cell inh: cellular human IDE inhibition; actives 0.41% (n = 320,000); P14735; inhibition, % at 5.59 µM; HEK cells, FAbetaB cleavage, fluorescence polarization;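 active means percent inhibition above the average of all tested compounds plus 3 SD, set per screening campaign, cut at about 16% in these data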;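 further: IDE supplied by intact live HEK cells; FP after avidin binding of uncleaved biotin substrate so inhibition keeps polarization high; 0% = DMSO wells and 100% = 60 µM reference IDE inhibitor Ii1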
# CRFBP-R2 block: antagonists of CRF-binding protein/CRF-R2 receptor complex; HEK293 CRF-R2/CRF-BP, CRF-induced calcium fluorescence; inhibition, % at 11.8 µM; actives 0.59% (n = 350,000);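 active means inhibition of the ligand-induced calcium signal above about 50% at the single tested concentration, limit read from the data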
# M4 ag: agonists of human muscarinic M4 receptor (CHRM4) | activation, % at 3 µM | CHO-K1 hM4/Gqi5, Fluo-8 calcium fluorescence; vehicle 0%, full acetylcholine response 100% | actives 0.14% (n = 360,000) | P08173;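 active means activation above the run mean over all test wells plus 3 SD, cut at about 32% in these data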;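 further: peak over basal fluorescence ratio per well then scaled between controls; 0% = DMSO wells and 100% = acetylcholine at EC100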
# CHRM5 antagonist: CHRM5 antagonism in calcium assay | CHO-hM5 cells, Fluo-8 calcium fluorescence, ACh EC80 | inhibition, % at 3 µM | actives 0.59% (n = 360,000) | AID 624040;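 active means inhibition above a per-plate cutoff, the mean of that plate's test compounds plus 3 SD, cut at about 27% in these data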;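 further: 0% = acetylcholine EC80 with DMSO and 100% = DMSO without agonist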
# Target sequence (P08912 whole entry, looked up): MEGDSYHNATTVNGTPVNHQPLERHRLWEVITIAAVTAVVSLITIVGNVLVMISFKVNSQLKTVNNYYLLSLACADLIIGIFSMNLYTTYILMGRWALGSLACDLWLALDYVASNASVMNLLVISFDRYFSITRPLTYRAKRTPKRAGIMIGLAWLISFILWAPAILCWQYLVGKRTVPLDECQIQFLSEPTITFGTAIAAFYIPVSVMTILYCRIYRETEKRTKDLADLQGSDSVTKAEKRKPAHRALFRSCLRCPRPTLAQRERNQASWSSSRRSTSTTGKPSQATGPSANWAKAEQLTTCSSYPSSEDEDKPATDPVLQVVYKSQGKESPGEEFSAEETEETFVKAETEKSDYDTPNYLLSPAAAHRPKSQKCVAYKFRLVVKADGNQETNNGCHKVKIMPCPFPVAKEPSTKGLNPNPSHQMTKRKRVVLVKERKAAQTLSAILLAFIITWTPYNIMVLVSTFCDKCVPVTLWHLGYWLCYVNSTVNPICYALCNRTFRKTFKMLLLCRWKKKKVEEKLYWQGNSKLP
# M5 PAM: potentiates acetylcholine response at human M5 receptor; actives 0.3% (n = 360,000); CHO-K1 hM5, Fluo-8 calcium, ACh EC20 PAM; 0% = ACh EC20, 100% = ACh EC100; P08912; activation, % at 3 µM; AID 624038;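 active means activation above the run cutoff, the mean activation of all test compounds plus 3 SD, cut at about 18% in these data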
#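 system = human M5 receptor in CHO-K1 cells | reagent = EC20 acetylcholine as agonist stimulus | compound dosing = single-point, 3 µM nominal | incubation = Fluo-8 loading 80 min at 37 °C plus 30 min room temperature | detection = Fluo-8 calcium dye fluorescence, kinetic read | benchmarks = low control EC20 acetylcholine (0%), high control EC100 acetylcholine (100%)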
# CHRM4 antagonist: blocks acetylcholine activation of human M4 receptor. actives 0.73% (n = 360,000). P08173. AID 624125. CHO-hM4 cells, ACh EC80, Fluo-8 calcium fluorescence. inhibition, % at 3 µM;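 active means inhibition above its plate's cutoff, the mean inhibition of sample wells plus 3 SD, cut at about 27% in these data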;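 further: 0% = acetylcholine EC80 with DMSO and 100% = DMSO without agonist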
# CRFR2-BP ag: agonists of human CRF-binding protein/CRF-R2 receptor complex | HEK293 CRF-R2/CRF-BP, calcium dye fluorescence (FLIPR); percent of saturating CRF peptide response | activation, % at 13.2 µM | actives 0.46% (n = 350,000);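 active means activation of at least 50%, plus an integration ratio under a set limit after plate pattern correction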;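 further: plate controls were neutral control wells without compound for no effect and CRF at EC100 for full effect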
# M5 ag: CHRM5 agonism in calcium assay; CHO-K1 hM5 cells, Fluo-8 calcium fluorescence; 0% DMSO wells, 100% maximal acetylcholine response; activation, % at 3 µM; actives 0.19% (n = 360,000);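 active means activation above the run's mean over test compounds plus 3 SD, cut at about 23% in these data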;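 further: signal is peak over basal fluorescence ratio across the kinetic read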
# An asterisk follows results filed as active; nt = not tested or not shown; & = joins results of further samples.
item	Compound	CHRM4 PAM	IDE cell inh	CRFBP-R2 block	M4 ag	CHRM5 antagonist	M5 PAM	CHRM4 antagonist	CRFR2-BP ag	M5 ag
1	COc1ccc(-n2c(C)c(C)c3c(NCCN(C)C)ncnc32)cc1	0	5	-3	2	14	29*	-5	0.3	5
2	O=C(O)c1cc(N/N=C/c2ccc(N3CCOCC3)cc2)ccc1Cl	-1	-5	3	1	8	-3	3	-0.8	0
3	COc1ccccc1NC(=O)CCC(=O)OCc1ccc(Cl)cc1	-1	-4	3	0	3	-1	1	0.7	-3
4	CC1CCCN(CCCNC(=O)C2CCCN(c3ncnc4c3nc3n4CCCCC3)C2)C1 (stereo unspecified)	1	-5	-13	1	0	1	-9	-0.2	-9
5	NC(=S)Nc1cccc2[nH]ccc12	-2	-2	-8	1	5	-2	1	1.1	-2
6	Cc1ccc(S(=O)(=O)N2CCN(C(=O)c3ccccc3Cc3ccccc3)CC2)c(C)c1	-2	2	-16	4	0	-10	1	4.5	0
7	FC(F)(F)c1cnc(C(c2ccccc2)c2ncn[nH]2)c(Cl)c1 (stereo unspecified)	-5	2	4	0	-3	-2	1	-1.5	-9
8	N=c1c2c(n(Cc3cccc(Cl)c3)c3c1CCC3)CCCC2	9	-3	13	1	12	-4	-3	0.0	-7
9	CC1=C(C#N)c2nc(N)c(C#N)c(C)c2/C1=C\c1ccc(OCC(=O)O)c(Cl)c1	17	-3	6	1	-4	4	-2	1.1	2
10	O=C(Nc1nc2ccccc2[nH]1)c1ccccc1[N+](=O)[O-]	2	-10	7	1	-2	1	4	-1.1	-4
11	COc1ccc(N2CC(C(=O)N3CCN(S(=O)(=O)c4ccc(F)c(F)c4)CC3)CC2=O)c(OC)c1 (stereo unspecified)	-1	nt	-13	1	2	-1	4	0.5	-1
12	COc1ccc(CC(=O)Nc2ccc(N3CCOCC3)cc2)cc1S(=O)(=O)N1CCOCC1	-8	1	11	0	15	-9	-1	0.3	1
13	O=c1c(Cc2ccc(F)cc2)c(O)ccn1C1CC1	19	6	29	1	7	3	-1	5.0	-4
14	COc1cc2nc(Cl)nc(N3CCOCC3)c2cc1OC	-4	8	6	0	7	7	9	0.1	0
15	COc1ccccc1N1CCN(C(=O)c2cc(=O)c3cc(C)ccc3o2)CC1	-1	0	12	2	4	-1	-5	-1.8	-4
16	Cc1nn(C(=O)CCC(=O)NCc2ccccc2Cl)c2ccccc12	2	-1	1	0	12	-3	-2	0.6	-1
17	COc1ccc(NC(=O)COC(=O)c2cc(C)oc2C)cc1OC	7	-1	12	2	6	-9	-1	0.5	5
18	O=C(Nc1ccccc1N1CCCC1)C1CCCO1 (stereo unspecified)	5	nt	-8	0	7	2	-9	0.6	-2
19	O=C(O)c1cccc(S(=O)(=O)NCCc2ccccc2)c1	-2	3	6	0	-26	7	-3	-2.6	0
20	COC(=O)c1ccc(N(CC(=O)NC2CCCC2)C(=O)CNC(=O)c2cccs2)cc1	3	2	-30	0	21	-5	1	-1.6	-3
21	O=S1(=O)CCN(c2ccccc2CC(c2c[nH]c3ccccc23)c2c[nH]c3ccccc23)CC1	0	nt	-19	6	8	4	8	-0.9	4
22	CONc1nc(NC(C)(C)C)nc(OCC#N)n1	1	3	4	1	7	-3	5	-0.3	-1
23	C=CCn1c(SCC(=O)Nc2ccc(C(=O)OCC)cc2)nnc1-c1cccs1	-1	13	-22	1	-7	-9	-4	0.6	-2
24	COCc1cccc(-c2csc(C(O)c3cccc(OC)c3)n2)c1 (stereo unspecified)	-3	nt	nt	8	4	-8	-6	nt	4
25	COc1ccc(S(=O)(=O)Nc2cccc(F)c2C)cc1C(=O)N1CCOCC1	-3	5	-32	1	-2	-3	4	0.1	-2
26	O=C1c2ccccc2C(O)N1c1cccnc1 (stereo unspecified)	-9	2	-25	2	3	-10	-5	3.1	1
27	O=C(NCCC1=CCCCC1)C(=O)NCCc1ccc(Cl)cc1	10	9	-3	2	12	-1	-8	3.0	-2
28	Cc1cccnc1NC(=O)c1ccc2c(c1)OCO2	2	-6	-2	1	-2	-2	2	-1.0	-1
29	CC1CC(=O)C2=C(C1)Nc1nc3ccccc3n1C2c1cccnc1 (stereo unspecified)	-2	-2	-3	0	4	4	-4	-3.6	1
30	CN(C)c1ccc(C(=O)N2CCCC2)cc1	17	1	-3	2	5	-2	-9	0.0	-3

# An excerpt from above in order of the CRFBP-R2 block value, low to high.
item | SMILES | CHRM4 PAM | IDE cell inh | CRFBP-R2 block | M4 ag | CHRM5 antagonist | M5 PAM | CHRM4 antagonist | CRFR2-BP ag | M5 ag
26 | O=C1c2ccccc2C(O)N1c1cccnc1 (stereo unspecified) | -9 | 2 | -25 | 2 | 3 | -10 | -5 | 3.1 | 1
23 | C=CCn1c(SCC(=O)Nc2ccc(C(=O)OCC)cc2)nnc1-c1cccs1 | -1 | 13 | -22 | 1 | -7 | -9 | -4 | 0.6 | -2
27 | O=C(NCCC1=CCCCC1)C(=O)NCCc1ccc(Cl)cc1 | 10 | 9 | -3 | 2 | 12 | -1 | -8 | 3.0 | -2

# Next section
item	Compound	CHRM4 PAM	IDE cell inh	CRFBP-R2 block	M4 ag	CHRM5 antagonist	M5 PAM	CHRM4 antagonist	CRFR2-BP ag	M5 ag
31	COC(=O)C[C@@H]1C[C@@H]2c3cc(NS(=O)(=O)c4ccc(F)cc4)ccc3O[C@@H]2[C@@H](CO)O1	4	nt	-12	6	-1	0	-11	0.0	1
32	Cn1c(SCC(N)=O)nnc1C1CCN(C(=O)NC2CCCCC2)CC1	6	-8	14	1	-12	5	-6	-0.2	-1
33	COc1cccc(CNC(=O)CCS(=O)(=O)c2cccc3nsnc23)c1	4	3	0	1	1	-2	-1	-0.6	-2
34	CC(Sc1ccccc1)C(=O)Nc1ccc(N2CCOCC2)cc1 (stereo unspecified)	-3	3	-8	3	1	16	4	-1.7	-1
35	COc1cc(C(=O)Nc2ccccc2N2CCN(S(C)(=O)=O)CC2)cc(OC)c1OC	9	-3	-11	1	5	0	2	0.6	2
36	COc1ccccc1Nc1ncnc2nc[nH]c12	3	5	-53	0	0	4	4	0.6	-7
37	COc1cc2c(cc1OC)C(C)N(C(=O)Nc1ccccc1)CC2 (stereo unspecified)	-8	2	-14	5	5	-5	2	-1.5	-2
38	Nc1nc(N2CCN(c3ccccn3)CC2)nc2ccccc12	-18	1	-7	2	13	-10	27*	-0.2	-8
39	CCN(CC)c1ccc(NC(=O)C2CCC(CNc3c(N4CCCC4)c(=O)c3=O)CC2)c(C)c1 (stereo unspecified)	-8	0	3	12	4	2	7	-1.6	-3
40	Cc1nn2c(=O)c(NC(=O)c3ccc(Cl)cc3)cnc2s1	6	7	2	0	-1	6	-3	-0.6	7
41	O=C(Oc1ccc(Cl)cc1)c1ccc2nccnc2c1	2	-7	-5	1	1	5	7	-1.0	-3
42	NC(=O)C1CCN(C(=O)CN2CCN(c3cccc(C(F)(F)F)c3)CC2)CC1	8	8	-6	0	-3	-7	-14	3.2	-4
43	CCN(CC)CCNC(=O)Cn1cnc2sc(C)c(S(=O)(=O)N3CC(C)CC(C)C3)c2c1=O (stereo unspecified)	3	6	3	0	11	-3	3	0.0	-1
44	Cc1ccc(N2C(=O)C(CC(=O)Nc3cccc(F)c3)N(CCc3ccncc3)C2=O)cc1 (stereo unspecified)	-4	1	-8	2	0	8	-10	0.8	0
45	Cc1cnc(CNC(=O)C2CCC(=O)N(CCc3ccc(Cl)cc3)C2)cn1 (stereo unspecified)	0	nt	-13	1	-9	5	-3	0.9	-3
46	CC(=O)Nc1sc2c(c1C(=O)N1CCOCC1)CCCCC2	6	4	23	1	-7	4	-1	-4.1	-2
47	COc1ccccc1NC(=O)c1nnn(Cc2ccccc2)c1NC(=O)C(F)(F)F	-1	8	48	1	-1	1	5	1.9	-1
48	COc1cc(NC(=O)c2cc(C)on2)cc(C(=O)Nc2cccc(C(F)(F)F)c2)c1	-7&-5	13	21&-10	12&12	6&18	-6&-18	-2&7	1.9&3.3	2&1
49	COc1ccccc1/C=C/CN1CC(C)OC(C)C1 (stereo unspecified)	8	-4	1	0	-7	4	1	-2.4	0
50	CCc1ccc(S(=O)(=O)c2n[nH]n3c2nc(=O)c2ccccc23)cc1	1	3	1	1	-2	4	-8	-0.1	2
51	COc1ccc(OCC(=O)Nc2ccccc2Cl)cc1	-2	-2	-1	1	16	0	8	0.8	3
52	CCc1cc(=O)oc2cc(OCC(=O)NCC3CCC(C(=O)O)CC3)ccc12 (stereo unspecified)	1	1	-3	1	4	-4	-19	-1.1	1
53	COC(=O)Nc1ccc(S(=O)(=O)N2CCN(C)CC2)cc1	16	1	-2	1	-7	0	-5	-1.6	1
54	COc1ccc(OC)c(S(=O)(=O)NCCS(=O)(=O)N2CCN(c3ccccc3)CC2)c1	-5	-1	0	9	8	-6	5	-0.5	3
55	Cc1nc2ccc(NC(=O)c3c(-c4ccccc4)noc3C)cc2s1	8	-5	10	5	-1	1	-6	-1.7	-5
56	CCN(CC)S(=O)(=O)c1ccc(OC)c(NC(=O)c2ccc(N3CCCC3=O)cc2)c1	11	3	3	1	8	7	0	-1.8	3
57	O=C1CN(C(=O)N[C@@H](Cc2ccccc2)C(=O)N[C@@H](C(=O)O)c2ccccc2)c2ccccc2N1	4	3	-16	0	7	3	2	-1.0	-4
58	COc1ccc(Cl)cc1NS(=O)(=O)c1cn(C)nc1C	3	0	13	0	12	-4	-2	-1.1	-4
59	CC(C)(C)c1ccc(-c2nnc(NC(=O)c3ccccc3)s2)cc1	6	3	-11	2	2	-3	-5	-0.1	0
60	COc1ccccc1NS(=O)(=O)c1ccc(O)c(C(=O)OCC(=O)Nc2ccccc2F)c1	8	4	0	5	4	0	-6	-1.4	-3

# The listing continues:
item	Compound	CHRM4 PAM	IDE cell inh	CRFBP-R2 block	M4 ag	CHRM5 antagonist	M5 PAM	CHRM4 antagonist	CRFR2-BP ag	M5 ag
61	COc1cccc(C(=O)CSc2nnc(-c3cc(OC)c(OC)c(OC)c3)o2)c1	-3	-10	9	2	-2	3	3	0.7	3
62	O=C(/C=C/c1ccccc1)NC(=S)NNC(=O)Cc1cccs1	-3	3	-11	9	-7	11	4	5.0	13
63	CCC(C)(C)NC(=O)CN(Cc1ccco1)C(=O)CCC(=O)Nc1nccs1	-3	2	2	1	-4	7	3	-1.2	1
64	CCCCN1C(=O)C(CC(=O)NC2CCCC2)CC(C(=O)N(C)C)=C1C (stereo unspecified)	-5	nt	15	0	12	-2	12	-0.3	0
65	COc1ccc(C(=O)/C=C/c2ccc3c(c2)OCCO3)cc1	-12	-2	12	2	2	-3	16	1.8	-5
66	CCn1cc(Br)c(C(=O)Nc2nccs2)n1	-1	-1	-9	2	2	0	-13	-1.4	1
67	CCCn1c(=S)[nH]c2cc(OC)c(OC)cc2c1=O	10	9	-24	4	4	-3	-11	-2.2	-1
68	COc1cc(NC(=O)c2ccc(S(=O)(=O)N(C)c3ccccc3)cc2)cc(OC)c1	-5	4	-15	14	-1	-13	-1	3.1	-2
69	O=C(NCCCN1CCOCC1)c1cc2c(s1)CSC2	-8	1	18	0	-3	4	18	-0.6	-3
70	CCOC1=C2CN(S(=O)(=O)c3ccc(C)cc3)[C@H](c3cccc(Cl)c3)C[C@H]2[C@H]2C(=O)N(c3ccccc3)C(=O)[C@H]2C1	4	nt	nt	1	0	-1	-8	nt	1
71	Cc1ccc(S(=O)(=O)N2CCN(C(=O)N3CCOCC3)CC2)c(C)c1	-7	1	8	1	0	-2	-7	0.1	1
